Screens (PubChem)
HCMV antiviral: inhibitors of human cytomegalovirus. HFF cells, HCMV-luciferase reporter, 72 h; active compounds read low. activity change, negative = inhibition, % at 57.5 µM. 4.5% of 410,000 active; in the data active = activity change below about -60%; inconclusive = no clear call, values can overlap the other calls; inactive = above about -39%
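Two-dose cell screen: HFF monolayers treated with compounds and infected with luciferase-expressing HCMV at 1 PFU/cell, 72 h at 37C, then lysed for luciferase measurement.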
FBPA Giardia inh: Giardia lamblia aldolase inhibition | 0.71% of 290,000 active | purified Giardia FBPA | Potency, µM (top dose mostly 59.6 µM), without a hit: at the top dose activity, negative = inhibition, hits mostly inhibitors | A8B2U2; note: potency is the fitted concentration of half-maximal effect; nearly all actives have a fitted effect of over 55% in size
Target sequence (A8B2U2 whole entry, looked up): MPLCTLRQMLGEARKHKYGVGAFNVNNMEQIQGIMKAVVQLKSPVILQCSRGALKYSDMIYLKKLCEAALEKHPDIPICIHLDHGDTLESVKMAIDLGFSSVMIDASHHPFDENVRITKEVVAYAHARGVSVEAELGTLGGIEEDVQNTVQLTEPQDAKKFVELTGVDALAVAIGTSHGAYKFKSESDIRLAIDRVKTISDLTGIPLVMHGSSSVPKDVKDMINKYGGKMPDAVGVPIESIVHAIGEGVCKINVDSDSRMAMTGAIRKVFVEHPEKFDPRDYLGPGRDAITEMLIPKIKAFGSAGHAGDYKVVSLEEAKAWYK
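Giardia FBPA (40 nM reagent) was preincubated 10 min at RT with compound (up to 57.5 uM final), then substrate plus GAPDH/TPI/NAD/arsenate coupling system with diaphorase/resazurin was added; resorufin fluorescence (525/598 nm) was read after 20 min.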
AmpC inh detg: blocks E. coli AmpC beta-lactamase in detergent assay | P00811 | AmpC hydrolysis of nitrocefin, absorbance 480 nm, 0.01% Triton | Potency, µM (titrated, usually from 114 µM), for inactives: top-dose activity change, negative = inhibition, actives largely listed as inhibitors | 0.041% of 370,000 active | AID 485294;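 note: potency is the fitted concentration of half-maximal effect; 0% = no-compound wells and -100% = no-enzyme wells; nearly all actives have a fitted effect of over 25% in size; some results filed as inactive show a strong effect at the top dose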
Target sequence (P00811 whole entry, looked up): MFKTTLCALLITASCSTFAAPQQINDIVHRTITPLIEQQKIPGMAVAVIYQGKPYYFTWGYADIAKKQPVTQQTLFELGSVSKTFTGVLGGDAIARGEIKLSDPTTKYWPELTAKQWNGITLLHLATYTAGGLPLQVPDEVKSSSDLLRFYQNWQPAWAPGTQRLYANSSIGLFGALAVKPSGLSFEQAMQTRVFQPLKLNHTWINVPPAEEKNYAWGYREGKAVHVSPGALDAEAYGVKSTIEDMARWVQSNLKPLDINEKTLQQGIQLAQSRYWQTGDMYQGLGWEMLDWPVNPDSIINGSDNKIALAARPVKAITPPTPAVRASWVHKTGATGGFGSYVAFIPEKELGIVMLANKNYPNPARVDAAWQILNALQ
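20 mM phosphate pH 7.0 + 0.01% (detergent screen) or 0.0001% Triton X-100; 5.3 nM AmpC reagent; cpd preinc 15 min RT; nitrocefin (800 uM stock) to start; A480 q20 s × 4 min; Activity was normalised to no-enzyme and no-compound control wells.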
AmpC no deterg: inhibitors of E. coli AmpC beta-lactamase without detergent. AmpC nitrocefin hydrolysis, absorbance 480 nm, 0.0001% Triton. Potency, µM (titrated, usually from 57.1 µM), for inactives: top-dose activity change, negative = inhibition, actives largely listed as inhibitors. 0.52% of 330,000 active;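 note: potency is the fitted concentration of half-maximal effect; plate controls were no compound for no effect and no enzyme for full effect; nearly all actives have a fitted effect of over 20% in size; some results filed as inactive show a strong effect at the top dose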
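20 mM phosphate pH 7.0 + 0.01% (detergent screen) or 0.0001% Triton X-100; 5.3 nM AmpC reagent; cpd preinc 15 min RT; nitrocefin (800 uM stock) to start; A480 q20 s × 4 min; Activity was normalised to no-enzyme and no-compound control wells.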
Sm TGR inh: inhibitors of Schistosoma mansoni thioredoxin glutathione reductase | Q962Y6 | purified TGR, DTNB reduction, TNB absorbance 405 nm | Potency, µM (doses to about 114 µM), for the others: at the top dose activity change, negative = inhibition, hits mostly inhibitors | 3% of 360,000 active; note: potency is the fitted concentration of half-maximal effect; nearly all actives have a fitted effect of over 60% in size
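Kinetic colorimetric format: TGR-catalysed, NADPH-driven DTNB reduction monitored via TNB absorbance. Enzyme dispensed at 20 nM; compound exposure 15 min at room temperature before reaction start.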
HCV inhibitor: HCV inhibition; Huh7.5.1 HCVcc-Cre infection, luciferase reporter, 44 h; 3.4% of 340,000 active; Potency, µM (top dose mostly 41.8 µM), inactives show top-dose activity change, negative = inhibition, hits mostly inhibitors; note: potency is the fitted concentration of half-maximal effect
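Cells (1,000/well) were plated 4 h before compound, then infected with HCVcc-Cre virus (~0.5 moi). After 44 h further culture, infection was read as luciferase luminescence following a 15 min substrate incubation at room temperature.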
* hit, by the source's call; ? = inconclusive; . = no result given; [ ] = remark or other dose. Unless noted, calls come from the whole dose curve; as a rule, active = well fitted curve in the direction sought with a large enough effect; inconclusive = small, poorly fitted or top-dose-only effect, or another doubt; inactive = no such curve, though single readings can be large; an effect the other way counts as inactive or inconclusive. Unless noted, % is set by controls: 0 for no effect and ±100 for the full control effect.

Start of the data: the first 2 records as a preview:
| canonical_smiles | HCMV antiviral | FBPA Giardia inh | AmpC inh detg | AmpC no deterg | Sm TGR inh | HCV inhibitor |
| --- | --- | --- | --- | --- | --- | --- |
| CS(=O)(=O)N(CC(=O)NCc1ccccc1Cl)c1cccc([N+](=O)[O-])c1 | 18.0 | -11.6% | -3.5% | 3.2% | 4.1% | -3.7% |
| CCOC(=O)C1(Cc2ccccc2C(F)(F)F)CCN(C(C)COC)CC1 (configuration not stated) | 30.1 | 0.3% | 2.2% | 26.4% | 11.1% | -3.3% |

Results (from the top)
| canonical_smiles | HCMV antiviral | FBPA Giardia inh | AmpC inh detg | AmpC no deterg | Sm TGR inh | HCV inhibitor |
| --- | --- | --- | --- | --- | --- | --- |
| CS(=O)(=O)N(CC(=O)NCc1ccccc1Cl)c1cccc([N+](=O)[O-])c1 | 18.0 | -11.6% | -3.5% | 3.2% | 4.1% | -3.7% |
| CCOC(=O)C1(Cc2ccccc2C(F)(F)F)CCN(C(C)COC)CC1 (configuration not stated) | 30.1 | 0.3% | 2.2% | 26.4% | 11.1% | -3.3% |
| Brc1cccc(C2CC(c3ccccc3)n3nnnc3N2)c1 (configuration not stated) | -0.2 | -11.1% | 0.2% | -25.3% | 6.4% | 6.5% |
| C=CCNC(=O)c1ccc(-c2nc(-c3ccc(Cl)cc3Cl)cs2)cc1 | ? | 1.4% | -12.6% | -12.9% | -2.6% | ? |
| COc1ccc(C(=O)C2CCCN(C(=O)Cn3nc(C)cc3C)C2)cc1F (configuration not stated) | -20.0 | 4.9% | 0.4% | -0.5% | -1.5% | 2.4% |
| CCN1C(=O)/C(=C\c2nc3ccccc3c(=O)n2-c2ccccc2)c2ccccc21 | -99.1* | 22.6% | -11.0% | -17.9% | 1.0% | 5.8% |
| CC(C)c1ccc(NC(=O)C2Cc3ccccc3N2C(=O)c2ccccc2)cc1 (configuration not stated) | ? | . | 4.9% | . | 22.1% | . |
| O=c1[nH]c(=O)n(Cc2ccccc2)c(O)c1C=NCCN1CCNCC1 | 16.2 | -0.4% | -2.9% | 21.4% | 35.5µM* | 10.7% |
| COc1ccc(NS(=O)(=O)c2cccc(NC(=O)c3cnccn3)c2)cc1Br | -29.4 | -2.1% | 1.3% | -39.7% | 9.8% | ? |
| O=[N+]([O-])c1ccc(S(=O)(=O)N2CCN(C3CCN(Cc4ccccc4)CC3)CC2)cc1 | -30.3 | . | 1.8% | -3.1% | -3.8% | ? |
| CC(C(=O)Nc1ccccc1C(F)(F)F)n1nc(-c2ccccc2)c2c(c1=O)CCCC2 (configuration not stated) | -35.9 | . | 1.3% | . | -4.2% | . |
| CCn1c(CSc2nc3ccccc3s2)nnc1SCC(N)=O | 21.7 | 3.9% | 0.9% | -5.8% | 3.5% | ? |
| CC(C)c1onc(C(=O)N2CCN(C(c3ccccc3)c3ccccc3)CC2)c1[N+](=O)[O-] | -97.6* | 16.4% | ? | -22.8% | 3.1% | ? |
| CC(=O)N1CCCN(Cc2nc(C3(c4ccc(C)cc4)CCCC3)no2)CC1 | 75.9 | -5.9% | -6.2% | 175.4%[activator] | -30.3% | 6.7% |
| COc1ccc(NC(C)=O)cc1C#N | -37.2 | 2.8% | -8.1% | -12.0% | . | 12.0% |
| CCOC(=O)Cn1c(=O)oc2cc(S(=O)(=O)N3CCN(c4cc(C)ccc4C)CC3)ccc21 | -5.7 | . | -6.1% | . | -1.0% | . |
| CCCCCNC(=O)c1c[nH]c2ccc(S(=O)(=O)N3CCC4(CC3)OCCO4)cc2c1=O | 37.3 | 0.6% | -12.4% | -23.1% | -2.0% | 3.2% |
| O=C(Nc1ccnn1C1CCN(Cc2cccnc2)CC1)c1ccccc1Cl | -6.9 | . | 3.2% | -7.8% | -0.1% | 10.1% |
| CC(C(=O)O)N(C(=O)c1ccccc1)c1ccc(F)c(Cl)c1 (configuration not stated) | -9.7 | -16.8% | 2.5% | -10.1% | 2.9% | 20.5% |
| CSCC(=O)NC1CCCN(C2Cc3ccccc3C2)C1 (configuration not stated) | 69.8 | -4.6% | ? | -16.5% | ? | 2.5% |

Molecules listed so far that have bromine (2):
| canonical_smiles | HCMV antiviral | FBPA Giardia inh | AmpC inh detg | AmpC no deterg | Sm TGR inh | HCV inhibitor |
| --- | --- | --- | --- | --- | --- | --- |
| Brc1cccc(C2CC(c3ccccc3)n3nnnc3N2)c1 (configuration not stated) | -0.2 | -11.1% | 0.2% | -25.3% | 6.4% | 6.5% |
| COc1ccc(NS(=O)(=O)c2cccc(NC(=O)c3cnccn3)c2)cc1Br | -29.4 | -2.1% | 1.3% | -39.7% | 9.8% | ? |

(continued)
| canonical_smiles | HCMV antiviral | FBPA Giardia inh | AmpC inh detg | AmpC no deterg | Sm TGR inh | HCV inhibitor |
| --- | --- | --- | --- | --- | --- | --- |
| CCOC(=O)C1CCCN1C(=O)c1ccc(OC)c(Br)c1 (configuration not stated) | ? | 1.4% | 1.0% | -2.7% | ? | 16.9% |
| O=C(Nc1cccc(-c2nc3ccccc3s2)c1)c1cccs1 | -7.8 | -0.4% | -5.3% | -16.7% | ? | ? |
| COc1ccc(OC)c(NC(=O)Cc2csc(NC(=O)Nc3ccccc3OC)n2)c1 | -8.7 | . | -14.6% | -13.9% | 2.0% | 8.91µM* |
| COc1cc(C(=O)O)ccc1OCC(=O)N1CCOCC1 | -27.7 | 10.2% | -4.4% | -13.9% | 0.1% | 10.6% |
| Cc1ccccc1-c1noc(-c2ccc(NCc3ccco3)c([N+](=O)[O-])c2)n1 | -13.5 | . | 17.3% | . | -2.4% | . |
| CCOc1ccccc1OCC(=O)NNC(=O)Cn1cnc2c1c(=O)n(C)c(=O)n2C | 18.5 | 0.8% | 6.6% | -4.3% | -4.7% | -4.7% |
| Cc1ccc(CNC(=O)c2c(-c3ccc(F)cc3F)noc2C)o1 | 9.0 | . | 13.3% | . | -2.5% | . |
| CS(=O)(=O)N(CC(=O)N/N=C/c1cc2c(cc1Br)OCO2)c1ccccc1Br | 2.0 | 1.0% | -3.7% | -31.5% | 1.8% | ? |
| Cc1ccc(C(CNC(=O)Nc2ccccc2)N2CCN(C)CC2)cc1 (configuration not stated) | -29.6 | -9.4% | 0.5% | -4.3% | 1.2% | -1.2% |
| COc1nc(-c2ccncc2)nc2ccccc12 | 27.5 | 1.2% | -3.8% | -5.8% | 11.0% | ? |
| O=C(O)CCC(=O)Nc1ccc(OCC(=O)O)cc1 | -27.1 | 12.7% | -7.1% | -37.3% | 0.5% | 10.8% |
| CN1CCN(C(=O)c2cn(-c3ccccc3)nc2-c2cccnc2)CC1 | 9.0 | -4.6% | -0.4% | -13.3% | 21.6% | 13.8% |
| COCc1c(C(=O)NC(C)c2ccc(S(N)(=O)=O)cc2)oc2ccccc12 (configuration not stated) | -8.2 | -5.6% | -1.2% | -24.3% | -9.9% | 3.4% |
| Cc1ccc(NC(=O)Cc2n[nH]c(=S)n2C)cc1 | 49.2 | -13.4% | 7.1% | -23.8% | 4.0% | -5.4% |
| CC(c1ccccc1)N1CNc2c(c(=O)n(C)c(=O)n2C)C1 (configuration not stated) | -10.5 | 1.0% | -0.2% | -7.9% | -2.8% | 8.1% |
| COCC1CCN(C(=O)C2CCC(=O)N(C3CCCCCC3)C2)CC1 (configuration not stated) | -33.1 | . | 2.6% | 20.4% | 0.0% | . |
| COc1ccc(/C=C/C(=O)OCC(=O)NCc2ccccc2)cc1OC | 1.4 | . | -8.1% | -8.7% | -1.0% | 7.5% |
| Cc1cccc(C=Nc2ccccc2C(N)=O)c1 | 26.2 | -0.8% | 0.6% | -15.8% | -0.5% | ? |
| Cc1cccnc1NC1=NCC(C)S1 (configuration not stated) | 5.9 | 2.4% | 0.6% | -10.7% | -3.5% | 21.2% |
| COc1ccc(Cc2n[nH]c(=O)c3ccccc23)cc1OC | 159.3 | 1.2% | -0.3% | 75.1%[activator] | 0.8% | -1.0% |
| COc1cccc(CN(C(=O)c2oc3ccccc3c2C)C2CCS(=O)(=O)C2)c1 (configuration not stated) | 1.0 | . | 17.4% | . | 14.9% | . |
| CN(Cc1ccccc1)S(=O)(=O)c1ccc2[nH]c(=O)ccc2c1 | -20.0 | -2.5% | -9.8% | -16.0% | 1.5% | 11.8% |
| C=CCc1ccccc1OCC(O)CN1CCN(c2ccccc2F)CC1 (configuration not stated) | 21.2 | -7.5% | -12.6% | 44.6% | -25.6% | -4.0% |
| CCCS/C(N)=N/N=C/c1cc(C)ccc1O | 14.7 | 1.2% | 2.5% | -14.2% | -4.3% | ? |
| O=C(CSc1nc2ccccc2c(=O)[nH]1)Nc1cccc([N+](=O)[O-])c1 | 19.1 | -10.1% | ? | 22.6% | -1.1% | -18.9% |
| Cc1c(Cl)cccc1NC(=O)Nc1ccc(C(N)=O)cc1 | 71.0 | -3.9% | 7.9% | -25.2% | -2.7% | 5.8% |
| Cc1c(C(=O)N/N=C/c2ccc(-c3ccccc3[N+](=O)[O-])o2)sc(N)c1C#N | ? | ? | -2.1% | -35.8% | -12.8% | -11.6% |
| COC(=O)CCc1c(COC(C)=O)[nH]c(C(=O)OCc2ccccc2)c1C | 21.0 | -6.5% | -0.4% | 10.1% | 3.55µM* | -19.5% |
| O=C(NC1CC2CCC1C2)C1COc2ccccc2O1 (configuration not stated) | -1.9 | 0.7% | 3.6% | -8.1% | 3.0% | -3.4% |
| O=C(/C=C/c1ccco1)NCC(=O)N/N=C/c1ccc([N+](=O)[O-])cc1 | 10.7 | 1.0% | 3.0% | -30.1% | 8.91µM* | -7.6% |
| CCOc1ccccc1C(=O)NC1(C(F)(F)F)NC(=O)N(CCc2ccc(OC)c(OC)c2)C1=O (configuration not stated) | -4.5 | . | -1.4% | . | 0.8% | . |
| COc1ccc(-c2c(-c3cc(OC)cc(OC)c3)n(C)c3ccc(-c4cnc(OC)nc4)cc23)cc1 | -34.1 | . | . | -3.9% | . | -7.9% |
| CC(C)C(OC(=O)c1oc2ccccc2c1CSC1CCCCC1)C(=O)NC(N)=O (configuration not stated) | . | 3.7% | 7.4% | -7.9% | . | . |
| Cc1cccc(N(CC(=O)NCc2ccc(F)cc2)C(=O)c2csnn2)c1C | 5.9 | 4.0% | -2.7% | 9.4% | -11.3% | 4.1% |
| CCOC(=O)Cn1cnc2c(nnn2-c2cccc(OC)c2)c1=O | ? | 0.2% | 4.8% | -4.6% | 0.0% | -1.0% |
| O=c1c2ccccc2nc(-c2ccccc2)n1-c1ccccc1 | -4.5 | 6.2% | 5.4% | -10.1% | 7.6% | -7.9% |
| Cc1nc2ccc(N3C(=O)CCC3=O)cc2[nH]1 | 26.9 | -20.6% | 3.5% | -7.0% | -0.4% | 11.6% |
| O=[N+]([O-])c1cc(Cl)cc(/C=N/n2cnnc2)c1O | 42.6 | 2.9% | -10.9% | -25.2% | 24.9% | -4.0% |
| CCOC(=O)C1(Cc2ccccc2C)CCCN(C(=O)CCC(=O)OC)C1 (configuration not stated) | -3.3 | -3.6% | -10.3% | 46.0% | 7.3% | 27.2% |
| CCc1ccccc1NC(=O)CSc1ncc2c(n1)-c1ccccc1N(Cc1ccc(C)cc1)S2(=O)=O | -4.8 | . | 4.0% | . | 2.8% | . |
| CCN1CCN(C(=O)c2cc3c(=O)n4ccccc4nc3s2)CC1 | 7.4 | 5.0% | -4.6% | 1.0% | 0.7% | 13.8% |
